High-throughput results deposited in PubChem BioAssay by The Scripps Research Institute Molecular Screening Center.
SIAE primary: human SIAE inhibitors, primary screen, biochemical, fluorescence polarization, FP-Rh probe, 1536-well HTS; 370,000 compounds, 0.69% hits; Sialate O-acetylesterase (Homo sapiens), Q9HAT2; AID 1053197, 2014; inhibition, % at 9.66 µM; SIAE FP-Rh probe binding;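 active = inhibition above a cutoff: mean of compounds within the control limits plus 3 SD of those, cut at about 17% in these data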;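 note: 0% = plate median of compound wells and 100% = probe without SIAE protein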
Target sequence (Q9HAT2 whole entry, looked up): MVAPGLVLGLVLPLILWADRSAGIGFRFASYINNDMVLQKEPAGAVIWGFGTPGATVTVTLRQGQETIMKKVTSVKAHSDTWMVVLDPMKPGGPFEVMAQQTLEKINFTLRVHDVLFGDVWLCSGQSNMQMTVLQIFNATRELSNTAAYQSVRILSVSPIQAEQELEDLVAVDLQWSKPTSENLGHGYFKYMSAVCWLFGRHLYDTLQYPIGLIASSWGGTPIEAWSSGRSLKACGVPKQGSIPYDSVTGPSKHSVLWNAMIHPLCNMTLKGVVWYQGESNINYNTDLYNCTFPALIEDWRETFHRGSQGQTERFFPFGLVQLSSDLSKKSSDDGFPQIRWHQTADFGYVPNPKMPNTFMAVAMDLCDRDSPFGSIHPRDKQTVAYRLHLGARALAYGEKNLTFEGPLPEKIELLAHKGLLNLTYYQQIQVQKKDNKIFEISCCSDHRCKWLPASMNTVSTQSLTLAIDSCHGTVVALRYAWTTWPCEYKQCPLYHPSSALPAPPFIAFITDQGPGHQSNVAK
PLCg1 inh: PLC-gamma1 enzyme inhibitors, primary screen, biochemical, fluorescence, purified enzyme | 1-phosphatidylinositol 4,5-bisphosphate phosphodiesterase gamma-1 (Homo sapiens), P19174 | fluorogenic substrate | inhibition, % at 12.2 µM | 370,000 compounds, 0.84% hits | AID 720700, 2013; in the data active = inhibition above about 9.5%
PLC-beta3 inh: human PLC-beta3 inhibitors, primary screen, biochemical, fluorescence. Purified PLC-beta3, fluorogenic substrate. inhibition, % at 12.2 µM. 370,000 compounds, 0.18% hits; in the data active = inhibition above about 11%;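 note: 0% = median of compound wells on plate and 100% = full blocker control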
Tn6 DDE FP: inhibitors of Tn6 peptide binding to fibrin DD(E), primary screen, biochemical, fluorescence polarization, human fibrin, Tn6 probe | Fibrinogen beta chain (Homo sapiens), P02675 | Fibrin DD(E) TRITC-Tn6 fluorescence polarization displacement | inhibition, % at 8.3 µM | 370,000 compounds, 0.21% hits;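 active = inhibition above a per-campaign cutoff: mean of compounds within control limits plus 3 SD, cut at about 15% in these data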;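 note: 0% = median of all compound wells on the plate and 100% = blocking peptide control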
ASAP1 GAP inh: inhibitors of human ASAP1 ArfGAP activity, primary screen, biochemical, fluorescence polarization; 360,000 compounds, 0.19% hits; ASAP1-stimulated ARF1 GTP hydrolysis, GDP FP detection; inhibition, % at 16.5 µM; in the data active = inhibition above about 25%;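 note: 0% = vehicle with enzyme and substrate and 100% = no enzyme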
TDP2 absorb: human TDP2 enzyme inhibitors, primary screen, biochemical, epi absorbance, recombinant enzyme; inhibition, % at 12.8 µM; AID 720702, 2013; 370,000 compounds, 0.34% hits; Tyrosyl-DNA phosphodiesterase 2 (Homo sapiens), O95551; T5PNP hydrolysis, p-nitrophenol absorbance 415 nm;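 active = inhibition above the mean of all tested compounds plus 3 SD, set per campaign, cut at about 25% in these data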;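 note: 0% = DMSO with enzyme and 100% = buffer with substrate but no TDP2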
Target sequence (O95551 whole entry, looked up): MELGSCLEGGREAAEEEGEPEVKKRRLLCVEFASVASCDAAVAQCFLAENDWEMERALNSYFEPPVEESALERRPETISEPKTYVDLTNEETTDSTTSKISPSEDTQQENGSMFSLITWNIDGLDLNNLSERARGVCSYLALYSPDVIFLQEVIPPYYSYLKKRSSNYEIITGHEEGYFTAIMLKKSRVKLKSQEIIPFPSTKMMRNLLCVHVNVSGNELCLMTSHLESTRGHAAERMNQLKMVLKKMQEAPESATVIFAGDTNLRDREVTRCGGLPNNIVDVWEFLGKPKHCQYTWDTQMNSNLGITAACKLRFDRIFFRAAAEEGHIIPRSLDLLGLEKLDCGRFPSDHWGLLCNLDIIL
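System: recombinant human TDP2 / Amount: 120 nM TDP2 per well / Also added: 5 mM T5PNP chromogenic substrate / Doses: 12.8 µM single point, 1% DMSO / Incubation: 2 h at 37 °C / Detection: p-Nitrophenol epi absorbance / Evaluation: % inhibition relative to enzyme-containing and enzyme-free wells / Repeats: singlicate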
ADAM10 inh: human ADAM10 inhibitors, primary screen, biochemical, QFRET, HTS; recombinant ADAM10, EDANS/DABCYL FRET peptide cleavage, 3 h; inhibition, % at 7 µM; 370,000 compounds, 0.62% hits;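 active = inhibition above a per-campaign cutoff equal to the mean of compounds falling between control-based bounds plus 3 SD, cut at about 20% in these data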;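 note: 0% = DMSO wells while the 100% control is not disclosed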
DDE Tn7 FP inh: inhibitors of Tn7 peptide binding to fibrin DD(E), primary screen, biochemical, fluorescence polarization, human fibrin, Tn7 probe; Fibrinogen beta chain (Homo sapiens), P02675; FP displacement of FITC-Tn7 peptide from fibrin DD(E); 0% = median of compound wells per plate; inhibition, % at 8.3 µM; 370,000 compounds, 0.13% hits;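 active = inhibition above the mean of compounds falling within the control limits plus 3 SD of them, cut at about 14% in these data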;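 note: 0% = plate median of compound wells and 100% = 10 µM Aha-Tn7 peptide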
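Assay system: human fibrin DD(E). Input: DD(E) 2 µM final. Medium: Tris buffer with calcium and detergent, pH 7.8. Compound dosing: single point at 8.3 µM. Timing: 10 min plus 3 h, room temperature. Technique: fluorescence polarization of the labelled Tn7 tracer. Read-out: percent inhibition. Replicates: singlicate testing.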
ADAM17 inh: ADAM17 inhibitors, primary screen, biochemical, QFRET | Disintegrin and metalloproteinase domain-containing protein 17 (Homo sapiens), P78536 | recombinant ADAM17, EDANS/DABCYL FRET peptide cleavage | inhibition, % at 6.95 µM | 370,000 compounds, 0.83% hits | AID 720648, 2013;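 active = inhibition above the mean of compounds lying between control limits plus 3 SD, set per campaign, cut at about 8.5% in these data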;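 note: 0% = DMSO-only wells as the low control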
ARFGAP1 inh: inhibitors of rat ARFGAP1 GAP activity, primary screen, biochemical, fluorescence polarization, GDP tracer | ADP-ribosylation factor GTPase-activating protein 1 (Rattus norvegicus), Q62848 | Arfgap1-stimulated ARF1 GTP hydrolysis, GDP FP detection | inhibition, % at 16.5 µM | 360,000 compounds, 0.26% hits;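 active = inhibition above a per-plate limit, mean inhibition of low control wells plus 3 SD, cut at about 25% in these data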;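 note: 0% = DMSO wells with enzyme and 100% = wells lacking Arfgap1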
Target sequence (Q62848 1-136 limits assumed): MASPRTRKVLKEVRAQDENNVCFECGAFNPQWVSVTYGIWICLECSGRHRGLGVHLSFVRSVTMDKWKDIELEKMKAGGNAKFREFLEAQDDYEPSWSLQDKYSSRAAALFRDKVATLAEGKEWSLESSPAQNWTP
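Replicates: Single well per compound | Assay system: Truncated rat Arfgap1 GAP domain | Control set: No-Arfgap1 wells (100%) versus DMSO full-reaction wells (0%) | Times: Enzyme reaction 120 min at 25 °C after 20 min preincubation | Reagent: Human ARF1(Δ1-17)-GTP substrate | Measured by: Tracer-displacement fluorescence polarization with EDTA stop, 620/688 nm | Measure: Percent inhibition of Arfgap1-stimulated GTP hydrolysis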
Numbers without * were called inactive; i = inactive; nt = no result given.

SMILES	SIAE primary	PLCg1 inh	PLC-beta3 inh	Tn6 DDE FP	ASAP1 GAP inh	TDP2 absorb	ADAM10 inh	DDE Tn7 FP inh	ADAM17 inh	ARFGAP1 inh
c1ccc(C2N3CCCN23)cc1 (stereo not drawn)	-1	3	0	2	9	-1	2	-4	2	13
CCC(=NCc1ccco1)c1c(O)n(-c2ccccc2C)c(=O)[nH]c1=O	1	-2	-5	0	2	-1	3	-2	0	4
CC1(C)CN=C(Nc2ccc(F)c(Cl)c2)S1	2	2	-3	8	3	21	1	7	2	3
COc1ccc2c3c([nH]c2c1)[C@H](C=C(C)C)N1C(=O)[C@@H]2CCCN2C(=O)[C@@H]1C3	2	-17	-27	2	nt	2	-28	-4	-5	nt
COc1ccc(CNC(C)Cc2cccs2)cc1 (stereo not drawn)	3	2	-2	-5	8	-7	6	11	-1	7
N/C(=N\N=C/c1ccc(-c2ccc(O)c(C(=O)O)c2)o1)N[N+](=O)[O-]	-2	-347	-449	1	2	28*	-74	4	-26	1
COC(=O)C1=C(c2cccc(C#N)c2)C[C@@H]2CC[C@H]1N2C(=O)N1CCc2cc(OC)c(OC)cc2C1	7	-3	-4	-3	12	0	-1	-2	-3	3
O=c1[nH]c(=O)n(-c2ccccc2F)c(O)c1/C=C1\C=Nc2ccccc21	-41	-3	-7	3	0	10	-1	-7	-1	-1
Cc1c(N=Cc2c(O)n(CCc3ccccc3)c(=O)[nH]c2=O)c(=O)n(-c2ccccc2)n1C	1	-14	-14	-1	-5	-3	-4	-5	2	0
O=C(CNC(=O)OCc1ccccc1)Nc1ccc(Br)cc1C(=O)c1ccccc1	-1	3	-2	-3	-6	-11	20*	-7	8	-4
N=C1c2ccccc2CN1c1ncccn1	1	-6	-7	5	6	-6	0	-1	0	-9
C[C@@H]1COc2cc(N3CCN(C)CC3)ccc2S(=O)(=O)N1	6	-3	3	5	-5	-9	-13	6	-2	4

Three entries from above, arranged by formula weight, rising:
SMILES	SIAE primary	PLCg1 inh	PLC-beta3 inh	Tn6 DDE FP	ASAP1 GAP inh	TDP2 absorb	ADAM10 inh	DDE Tn7 FP inh	ADAM17 inh	ARFGAP1 inh
COc1ccc2c3c([nH]c2c1)[C@H](C=C(C)C)N1C(=O)[C@@H]2CCCN2C(=O)[C@@H]1C3	2	-17	-27	2	nt	2	-28	-4	-5	nt
O=C(CNC(=O)OCc1ccccc1)Nc1ccc(Br)cc1C(=O)c1ccccc1	-1	3	-2	-3	-6	-11	20*	-7	8	-4
COC(=O)C1=C(c2cccc(C#N)c2)C[C@@H]2CC[C@H]1N2C(=O)N1CCc2cc(OC)c(OC)cc2C1	7	-3	-4	-3	12	0	-1	-2	-3	3

Continued:
SMILES	SIAE primary	PLCg1 inh	PLC-beta3 inh	Tn6 DDE FP	ASAP1 GAP inh	TDP2 absorb	ADAM10 inh	DDE Tn7 FP inh	ADAM17 inh	ARFGAP1 inh
O=P(CCl)(Nc1ccccc1)C(Cl)(Cl)Cl (stereo not drawn)	7	2	1	1	-1	-4	2	2	-2	9
O=P(NS(=O)(=O)c1ccccc1)(Oc1ccccc1)Oc1ccccc1	-3	4	4	-3	12	-20	2	-2	8.7*	-2
CNC(=O)Oc1ccc2ncccc2c1	5	-16	-17	5	-11	5	4	-2	2	-4
COc1ccc2c(c1)NP(=S)(c1ccccc1)N2 (stereo not drawn)	11	-25	-33	-2	5	0	-91	-10	-23	-16
O=c1c2ccccc2nc(-c2ccco2)n1-c1ccccn1	-2	1	1	12	13	0	-3	4	-3	-2
CCC(C)C1N=C(c2ccccc2)c2cc(Cl)ccc2N(CC(=O)NCc2ccco2)C1=O (stereo not drawn)	-1	1	1	5	-5	-7	-11	6	-1	-11
CC1=NN(c2ccccc2)C(=O)C1/C=C1\C(=O)NC(=O)N(c2cc(C)cc(C)c2)C1=O (stereo not drawn)	6	-6	-11	5	-7	20	-26	-3	-9	1
CCOC(=O)C1CCN(C=C2C(=O)N(C)C(=S)N(C)C2=O)CC1	1	0	-2	2	-10	-4	-2	0	-1	-6
CCn1cc(C(=O)c2ccccc2)c2ccccc21	14	-2	-4	5	0	-4	-2	-5	0	2
COC1CCC(OC2CC(C3(C)CCC4(CC(O)C(C)C(C(C)/C=C(\C)C(=O)C(C)CC(C)C(=O)O)O4)O3)OC3(OC(C4OC(O)(CO)C(C)CC4C)CC3C)C2C)OC1C (stereo not drawn)	2	5	-3	-5	-10	-8	-7	2	3	-4
Cc1ccc2ccccc2c1NC(=O)CNC1CCCCC1	-4	-1	0	-2	-4	8	0	3	-4	3
CC(C)Cc1nnc(NC(=O)CCC(=O)N2CCC3(CC2)OCCO3)s1	4	1	-6	5	-3	5	1	-5	-1	2
CC(=O)OC1CC[C@@]2(C)C(=CC(=O)C3C4CCC(OC(C)=O)[C@@]4(C)CCC32)C1 (stereo partly drawn)	1	2	-4	0	4	12	2	1	-1	-10
N#CC(C#N)=Cc1ccc(N2CCCC2)cc1	-31	0	-7	-1	9	-1	4	-3	-1	-12
CCCC(C)C1(CC)C(=O)NC(=O)N=C1N (stereo not drawn)	3	2	2	7	7	1	5	0	-3	1
CCCC(=O)c1ccc(CP(=O)(OCC)OCC)o1	-3	1	-4	2	-12	1	6	-4	-2	4
CCc1ccc(N2C(=O)NC(=O)/C(=C\C=C\c3ccco3)C2=O)cc1	-15	-29	-51	-2	16	5	-7	-3	-5	17
Clc1ccccc1CN1CCN(c2ccccc2)CC1	11	4	2	-3	11	-2	8	-2	2	-2
COc1cccc(-n2c(/C=C/c3ccccn3)nc3ccccc3c2=O)c1	-6	-4	-9	1	2	-6	-7	0	0	1
CC(C(=O)c1cn(C)c2ccccc12)c1ccccc1 (stereo not drawn)	-8	6	4	-2	2	-7	15	-9	11*	-3
CN1CCN(c2ccc([N+](=O)[O-])c(Sc3ccccn3)c2)CC1	12	1	-5	-12	6	9	-1	-1	-2	7
CC1CCC(C(=O)NC(C(=O)N2CCC3(CC2)OCCO3)C(C)C)CC1 (stereo not drawn)	8	-1	0	9	5	-1	1	3	-3	11
Cc1ccsc1CNCCc1ccc(F)cc1	-3	1	-2	1	0	-11	4	-2	-3	8
O=C(Cc1ccccc1[N+](=O)[O-])N1CCN(Cc2ccc3c(c2)OCO3)CC1	10	-2	1	1	-4	-1	1	-3	0	1
O=C(Cc1cc(=O)[nH]c(=O)[nH]1)N1CCN(CCO)CC1	-2	-7	-19	-4	-3	-8	-22	6	-2	4
O=C(NC(=S)N1C[C@H]2C[C@H](C1)c1cccc(=O)n1C2)c1ccc(Cl)cc1	-3	4	2	0	12	-1	-14	4	3	5
COc1ccc(C(CNC(=O)Cc2ccc(Cl)c(Cl)c2)N(C)C)cc1 (stereo not drawn)	1	-4	-2	-2	-2	0	6	3	3	12
O=C(CCN1CCOCC1)Nc1ccc(Br)cc1C(=O)c1ccccc1	-1	1	-7	7	5	-1	-6	-2	-2	-4
C[C@@H]1CN([C@H](C)CO)C(=O)CCCn2cc(nn2)CO[C@H]1CN(C)C(=O)Oc1cccc2ccccc12	-7	5	-3	-12	-3	2	-25	2	0	6
CC[N+](CC)(CC#CCO)CC#Cc1ccccc1	-2	-4	-1	5	-3	3	-4	7	0	-6
O=C(NCCN1CCCCC1)c1ccc(Cl)nc1Cl	-6	-4	-3	1	0	-2	3	2	-5	5
COc1ccc(-n2nnnc2C(c2cc3ccccc3o2)N2CCC(n3c(=O)[nH]c4ccccc43)CC2)cc1 (stereo not drawn)	-15	-1	-7	-12	3	0	18	-2	9.6*	7
O=C1CCCC2C3CCCN4CCCC(CN12)C34 (stereo not drawn)	-3	-11	-10	-1	-21	-1	-6	0	-2	-7
COc1ccc(CCn2c(O)c(C=Nc3ccc(F)cc3)c(=O)[nH]c2=O)cc1OC	8	1	-6	-12	-1	-2	0	-4	-4	0
CSc1ncc(Br)c(N2CC2)n1	-5	4	1	1	6	-7	-11	-4	-2	4
CCCCOc1nc2ccccc2c(=O)n1-c1ccccc1	2	-3	0	4	-10	7	13	15*	-1	9
Cc1cc(OC(C)C(=O)N[C@H](C(=O)O)c2ccccc2)c2c3c(c(=O)oc2c1)CCC3 (stereo partly drawn)	8	-160	-200	-2	14	-3	i	5	-190	-5
COC(=O)C1=C(c2ccc(OC(F)(F)F)cc2)C[C@@H]2CC[C@H]1N2C(=O)NCCOc1ccccc1Cl	0	0	0	-5	-2	-12	7	-1	7	-7
CCOC(=O)C(O)(c1ccc(NC(=O)NC2CCCCC2)cc1)C(F)(F)F (stereo not drawn)	2	0	3	17*	10	-2	0	5	0	0
O=c1[nH]c2ccccc2n1C1CCN(C(CCc2ccccc2)c2nnnn2Cc2ccccc2)CC1 (stereo not drawn)	-11	3	2	-2	0	0	-2	2	-4	4
C/C(=C/C=C/[C@@H](C)C(=O)O)[C@H]1CN[C@H](C(=O)O)[C@H]1CC(=O)O	-4	-4	-4	5	8	8	-13	-6	-1	0
COc1c2c(cc3c1OCO3)CCN(C)C2	-6	-1	-1	-5	11	0	-8	-9	-7	3
O=C(NC1CC1)c1cn(Cc2ccccc2)nc1-c1ccccc1	-2	-1	-6	0	-16	3	-4	5	2	-8
Cc1cc(C)c(-n2c(O)c(/C=N/N3CCCCC3c3cccnc3)c(=O)[nH]c2=O)c(C)c1 (stereo not drawn)	-6	0	-4	2	-1	4	-7	5	-4	-13
CC(C)(C)NC(=S)N1Cc2ccccc2-n2nncc2C1	-2	13*	2	-5	3	-10	-4	-7	7	2
C=C(C)[C@@H]1C2C(=O)O[C@H]1[C@H]1OC(=O)[C@@]34OC3C[C@]2(O)[C@@]14C (stereo partly drawn)	2	1	6	2	1	-5	-6	1	-5	-3
N#Cc1ccc(CN2Cc3ccccc3-n3nncc3C2)cc1	5	0	-3	7	7	2	-6	2	-3	-4
CC(=O)NC1C(OC(=O)Cc2ccccc2)OC(COC(C)=O)C(OC(C)=O)C1OC(C)=O (stereo not drawn)	-4	-3	2	0	-9	10	-4	2	-2	-16

The list is partial (hit frequency here may not be typical).
